# Screens deposited in PubChem by several laboratories.
# CaV13 FRET inh: Disruptors of the CACNA1D IQ motif to Ca2+-dependent inactivation inhibitor domain association, primary screening, Förster resonance energy transfer in intact living …; inhibition, % at 12.3 µM; HEK cells, CFP/YFP FRET ICDI-IQ, plate reader, 10 min; percent FRET-ratio fall versus neutral wells; hit rate 0.098% among 340,000; AID 743397;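 active = mean replicate inhibition of at least 30% and at least 1% of replicates passing that level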;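 note: 0% = median of the neutral control wells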
# ABCB6 inh MLPCN: inhibitors of human ABC transporter ABCB6; Q9NP58; K562-ABCB6 porphyrin accumulation, flow cytometry, 1 h; hits give low values; fluorescence ratio to DMSO, % at 10 µM; hit rate 0.19% among 360,000; AID 602162;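 active = fluorescence ratio to DMSO below 75%, the collection mean minus 3 SD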;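 note: signal is porphyrin accumulated inside mitochondria; 100% equals median channel fluorescence of DMSO control wells; lower ratio means ABCB6 inhibition with less porphyrin fluorescence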
# MC4R barr agon: human MC4R agonism via beta-arrestin | U2OS MC4R beta-arrestin complementation, luminescence; percent of melanotan II response, DMSO zero | hit rate 0.98% among 360,000 | activation, % at 8.9 µM | P32245;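 active = activation above a per-plate cutoff, the mean activation of sample wells on that plate plus 3 SD, cut at about 8% in these data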
# Target sequence (P32245 whole entry, looked up): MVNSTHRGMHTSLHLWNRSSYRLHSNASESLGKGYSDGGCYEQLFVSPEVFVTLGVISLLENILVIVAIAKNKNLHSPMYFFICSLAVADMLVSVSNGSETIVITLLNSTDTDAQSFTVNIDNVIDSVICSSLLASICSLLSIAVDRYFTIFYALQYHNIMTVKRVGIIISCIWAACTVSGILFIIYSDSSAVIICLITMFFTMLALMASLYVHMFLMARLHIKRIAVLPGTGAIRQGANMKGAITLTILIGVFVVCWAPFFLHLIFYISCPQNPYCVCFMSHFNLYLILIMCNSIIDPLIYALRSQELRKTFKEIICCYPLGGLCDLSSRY
# MC4R antag cAMP: blocks human MC4R cAMP signaling; MC4R-expressing cells, MTII-stimulated cAMP, LANCE TR-FRET; P32245; hit rate 0.48% among 360,000; inhibition, % at 6.5 µM;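 active = inhibition above its plate's cutoff, the mean of tested wells on that plate plus 3 SD, cut at about 29% in these data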;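 note: 0% = Melanotan II alone and 100% = Melanotan II plus saturating MCL0020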
#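 Material – human MC4R-expressing U2OS cells · Repeats – no replicates · Detection – TR-FRET with Eu-cAMP and labeled anti-cAMP, 671 nm · Times – compound 30 min, challenge 1 h, detection 1 h · Compound – single nominal compound dose of 6.5 µM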
# m5-HT2A agonist: activates the mouse 5-HT2A serotonin receptor | P35363 | CHO-K1 mHTR2A beta-arrestin complementation, luminescence; percent of 30 µM serotonin response | activation, % at 7.6 µM | hit rate 0.66% among 360,000;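 active = activation above a run cutoff, the mean activation of all tested compounds plus 3 SD, cut at about 14% in these data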;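 note: 0% = plate median of compound wells and 100% = 30 µM serotonin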
# Target sequence (P35363 whole entry, looked up): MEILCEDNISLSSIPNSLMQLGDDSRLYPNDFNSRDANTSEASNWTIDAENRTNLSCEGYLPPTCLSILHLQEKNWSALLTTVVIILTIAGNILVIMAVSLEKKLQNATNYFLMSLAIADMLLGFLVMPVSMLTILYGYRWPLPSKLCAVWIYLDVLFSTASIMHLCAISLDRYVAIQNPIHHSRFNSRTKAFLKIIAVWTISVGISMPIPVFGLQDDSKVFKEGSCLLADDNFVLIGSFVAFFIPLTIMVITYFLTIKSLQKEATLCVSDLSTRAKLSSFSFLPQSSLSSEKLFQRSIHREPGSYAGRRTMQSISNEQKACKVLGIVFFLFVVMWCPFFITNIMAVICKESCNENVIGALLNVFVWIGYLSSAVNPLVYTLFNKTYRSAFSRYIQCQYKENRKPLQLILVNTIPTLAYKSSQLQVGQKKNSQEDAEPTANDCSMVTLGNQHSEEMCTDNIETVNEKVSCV
# Glyco luc inh: blocks N-linked glycosylation in D54 reporter cells | hit rate 0.23% among 360,000 | AID 588692 | reporter increase, % at 12.5 µM | D54 ERlucT glycosylation luciferase reporter, 24 h; percent of 100 nM tunicamycin response;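 active = mean luciferase reporter signal, scaled so untreated is 0 and the glycosylation-blocking control 100, at or above a set limit in every replicate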;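 note: luciferase carries N-glycosylation sites so blocking glycosylation raises the light; 0% = median of neutral control wells and 100% = median of 100 nM tunicamycin wells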
# aDG glyco act: alpha-DG glycosylation activation; Pro5-aDG cells, alpha-DG glycosylation AlphaScreen (IIH6); 0% Pro5, 100% B10-LARGE cell signal; activation, % at 10 µM; hit rate 0.22% among 360,000; AID 624168;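 active = activation of at least 8% versus controls, or a plate z-score of at least 8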;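 note: Pro5 are CHO cells carrying HIG-tagged alpha-DG that lacks glycosylation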
# Vif imaging: inhibitors of HIV Vif | hit rate 0.35% among 340,000 | HEK293T cells, Vif self-association by quenched fluorescence, imaging, 24 h | inhibition, % at 7.49 µM; in the data active = inhibition above about 50%, passing the limit was not always enough; note: some results filed as inactive read as strong as hits
# Cardio protect: myocardial damage modulation in H9c2 cells; H9c2 cardiomyocytes, H2O2 injury protection, ATPLite, 2 h; protection from H2O2 cell death, % at 20 µM; hit rate 0.63% among 360,000; AID 588492;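 active = compounds giving at least 50% protection of heart cells from peroxide-induced death in the single-dose screen, raw or plate-pattern-corrected value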;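 note: 0% = DMSO wells with peroxide and 100% = DMSO wells without peroxide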
# PDI turbidity: inhibitors of human protein disulfide isomerase | hit rate 0.052% among 350,000 | P07237 | inhibition, % at 10 µM | PDI insulin aggregation turbidity, A650, 90 min;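 active = mean inhibition across replicates of 30% or more, whatever share of single replicates reach that level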;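 note: absorbance from insulin aggregation driven by PDI reduction with DTT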
# An asterisk follows results filed as active; . = no result given.
SMILES,CaV13 FRET inh,ABCB6 inh MLPCN,MC4R barr agon,MC4R antag cAMP,m5-HT2A agonist,Glyco luc inh,aDG glyco act,Vif imaging,Cardio protect,PDI turbidity
CC(=O)N1CCN(c2ccc(NC(=O)c3ccc([N+](=O)[O-])o3)cc2Cl)CC1,0,101,-3.4,21,-2,-18,-0.3,57*,-25,-7
O=C(NNC(=O)c1ccccc1C(F)(F)F)c1csc(N2CCOCC2)n1,-8,101,-2.1,8,6,0,-0.3,5,2,4
CCN1CCN(c2ccc(S(=O)(=O)N3CCCCC3)cc2NC(=O)/C=C/c2ccc([N+](=O)[O-])cc2)CC1,-1,99,-0.8,3,-12,-11,0.4,-1,-18,-6
CCN(CC)S(=O)(=O)c1ccc(C(=O)NCCc2cc3c(OC)ccc(OC)c3[nH]c2=O)cc1,.,97,1.0,2,-4,1,0.0,-5,38,3
COc1ccc(OC)c(S(=O)(=O)N2CCCC(C(=O)NCCN3CCOCC3)C2)c1 (centres undefined),-8,90,0.3,5,1,-1,0.0,-5,-4,-2
CCOC(=O)C1=C(C)NC(=S)NC1c1ccco1 (centres undefined),-4,96,0.0,7,-1,2,0.2,0,2,-10
CCn1ncc(CN2CCCC(CNC(=O)c3ccc(F)cc3)C2)c1C (centres undefined),-5,100,-1.2,4,2,1,0.0,0,4,-6
COc1ccccc1CC(=O)Nc1ccc(-c2noc(COc3ccc(Cl)c(C)c3)n2)cc1,-8,97,10*,9,3,-4,-0.1,2,-5,-6
COc1ccc(OCC(=O)N/N=C(\C)CC(=O)Nc2ccc(OC)cc2[N+](=O)[O-])cc1,2,90,-1.2,9,-1,1,-0.2,-3,-1,-4
CCOc1c2ccc(C(=O)NCc3ccco3)cc2nn1CCOC,-4,100,-0.1,3,-1,4,0.1,-5,1,-2
COc1nc(Oc2ccc(=O)n(C)n2)nc(N(C)C)n1,.,101,-0.4,12,10,3,0.0,.,3,-13
N#CCc1ccc(NS(=O)(=O)c2cccs2)cc1,-4,94,-1.7,6,-1,0,-0.2,9,-4,8
Cc1cccn2c(=O)c(/C=C(\C#N)C(=O)NCc3ccco3)c(N3CCOCC3)nc12,-12,98,-1.9,4,-2,4,0.0,-7,11,-14
CC(C)C(=O)Nc1c2c(nn1-c1ccc(F)cc1)CSC2,-14,95,-2.4,1,16*,2,1.1,13,1,-5
COc1ccc(C(C(=O)NCC2CCCO2)N(Cc2cccs2)C(=O)c2snc(C(N)=O)c2N)cc1OC (centres undefined),-3,97,0.0,2,0,0,-0.2,-6,30,0
N#Cc1c(NC(=O)CSC2=NCCS2)sc2c1CCCC2,-4,93,0.0,-4,0,-1,0.3,-3,-9,-6
Cc1nn(-c2ccccc2)c2c1C(=O)NC(=O)C(C)(C)C2,.,102,-0.5,-3,-1,1,0.3,-9,-4,-5
COc1cc(CCC(=O)OCn2nnc3ccccc3c2=O)cc(OC)c1OC,-6,95,-1.4,6,1,0,-0.1,59*,6,-3
Cc1sc(-c2ccncc2)nc1OC(=O)c1cc(Cl)cc(Cl)c1,.,110,-0.9,3,-1,0,-0.2,28,10,2
CC(CNC(=O)CC[C@H]1O[C@@H](n2ccc(=O)[nH]c2=O)[C@H](O)[C@@H]1O)c1ccccc1 (some centres undefined),-4,91,.,.,0,0,0.3,0,2,.

# Profiles, quoted from the list. Screens in order: CaV13 FRET inh	ABCB6 inh MLPCN	MC4R barr agon	MC4R antag cAMP	m5-HT2A agonist	Glyco luc inh	aDG glyco act	Vif imaging	Cardio protect	PDI turbidity
# N#CCc1ccc(NS(=O)(=O)c2cccs2)cc1 as listed: -4	94	-1.7	6	-1	0	-0.2	9	-4	8
# Cc1sc(-c2ccncc2)nc1OC(=O)c1cc(Cl)cc(Cl)c1 as listed: .	110	-0.9	3	-1	0	-0.2	28	10	2
# Cc1nn(-c2ccccc2)c2c1C(=O)NC(=O)C(C)(C)C2 as listed: .	102	-0.5	-3	-1	1	0.3	-9	-4	-5
# Cc1cccn2c(=O)c(/C=C(\C#N)C(=O)NCc3ccco3)c(N3CCOCC3)nc12 as listed: -12	98	-1.9	4	-2	4	0.0	-7	11	-14

# Vif imaging, entries above that show a hit
compound | CaV13 FRET inh | ABCB6 inh MLPCN | MC4R barr agon | MC4R antag cAMP | m5-HT2A agonist | Glyco luc inh | aDG glyco act | Vif imaging | PDI turbidity
CC(=O)N1CCN(c2ccc(NC(=O)c3ccc([N+](=O)[O-])o3)cc2Cl)CC1 | 0 | 101 | -3.4 | 21 | -2 | -18 | -0.3 | 57* | -7
COc1cc(CCC(=O)OCn2nnc3ccccc3c2=O)cc(OC)c1OC | -6 | 95 | -1.4 | 6 | 1 | 0 | -0.1 | 59* | -3

# (further entries)
SMILES,CaV13 FRET inh,ABCB6 inh MLPCN,MC4R barr agon,MC4R antag cAMP,m5-HT2A agonist,Glyco luc inh,aDG glyco act,Vif imaging,Cardio protect,PDI turbidity
CCOC(=O)C1(Cc2ccccc2)CCCN(C(=O)c2cnn(CC)c2)C1 (centres undefined),-3,99,-1.4,-4,0,-1,-0.2,8,-1,2
CCCS(=O)(=O)c1c(S(=O)(=O)CCC)c2c(C(N)=O)cccn2c1C(=O)c1ccc(F)cc1,-2,102,-2.7,-3,-11,0,-0.2,4,11,-5
O=C(NCCc1ccccc1)C(=O)c1c(-c2ccccc2)[nH]c2ccccc12,-3,98,-0.4,5,-3,-3,-0.3,.,0,.
CCOc1cc(/C=C2/NC(=O)N(CC(=O)OC)C2=O)ccc1OC,-3,102,0.9,-18,-2,0,-0.5,3,0,6
CCCn1ncc(CN2CCN(CCc3ccccc3)C(CCO)C2)c1C (centres undefined),2,91,-4.3,4,-5,1,-0.1,1,-6,21
CCOC(=O)C(NC(=O)Nc1cccc(C)n1)(OCC(F)(F)F)C(F)(F)F (centres undefined),-5,84,0.0,1,5,0,0.3,5,8,0
Cc1ccc(CN2CCN(Cc3ccc(Oc4ncccn4)cc3)CC2CCO)cc1 (centres undefined),-6,94,1.5,-3,-3,1,0.5,-6,-1,-1
Cc1ccc(-c2c(C(=O)NCc3ccc(F)cc3)oc(=O)c3ccccc23)cc1,-5,97,-0.3,6,-2,-3,0.3,3,-5,5
Cc1cccc(C(O)c2ncc(-c3ccc(F)cc3)[nH]2)c1C (centres undefined),-9,95,-1.5,3,-6,-3,0.2,.,-5,8
Cc1nc2cc(NC(=O)c3ccco3)ccc2n1C,.,104,-0.5,20,0,-11,-0.1,1,-10,6
CCCCNC(=O)C12CCC(C)(C(=O)C1Br)C2(C)C (centres undefined),-3,100,0.3,6,-1,0,0.1,-3,6,-12
COc1cccc(-c2nc(CS(=O)(=O)CC(=O)Nc3cc(C)ccc3C)c(C)o2)c1,-2,104,-1.3,0,-2,-2,-0.1,.,-40,.
O=C(CN1C(=O)C2CC=CCC2C1=O)Nc1ccc(S(=O)(=O)NC2=NCCCCC2)cc1 (centres undefined),-5,93,-1.2,9,0,1,-0.1,-1,6,6
C=CCN1C(=O)C(CC(=O)O)SC1=Nc1ccc(C(=O)O)cc1 (centres undefined),-6,95,0.8,25,-4,1,-0.3,5,16,2
CCOC(=O)C1CCN(C(=O)Cc2ccc(OC)c(OC)c2)CC1,-5,101,-1.1,8,5,1,0.1,3,-11,3
CC(C)[C@H](N)c1nnc2n1N=C(c1ccc(Cl)cc1)CS2,-3,92,-0.7,9,0,2,0.0,-3,1,2
Cc1cc(OCCN2CCCCCC2)ccc1[N+](=O)[O-],-5,96,-0.7,-2,5,0,0.5,5,2,-1
O=C(CN1C(=O)COc2ccccc21)Nc1ccc(N2CCOCC2)cc1,-2,100,-2.1,0,0,1,-0.1,2,-3,-6
CNC(=O)c1[nH]cnc1C(=O)Nc1ccccc1C,.,104,-0.3,3,1,5,0.1,-1,16,-8
CCCC(=O)OCC(=O)NC1CCCc2ccccc21 (centres undefined),-2,97,-1.6,-4,1,1,-0.1,0,-2,-5

# Random excerpt: 4 records from the list, in no set order.
SMILES,CaV13 FRET inh,ABCB6 inh MLPCN,MC4R barr agon,MC4R antag cAMP,m5-HT2A agonist,Glyco luc inh,aDG glyco act,Vif imaging,Cardio protect,PDI turbidity
CNC(=O)c1[nH]cnc1C(=O)Nc1ccccc1C,.,104,-0.3,3,1,5,0.1,-1,16,-8
O=C(CN1C(=O)C2CC=CCC2C1=O)Nc1ccc(S(=O)(=O)NC2=NCCCCC2)cc1 (centres undefined),-5,93,-1.2,9,0,1,-0.1,-1,6,6
O=C(CN1C(=O)COc2ccccc21)Nc1ccc(N2CCOCC2)cc1,-2,100,-2.1,0,0,1,-0.1,2,-3,-6
Cc1cc(OCCN2CCCCCC2)ccc1[N+](=O)[O-],-5,96,-0.7,-2,5,0,0.5,5,2,-1

# Following part:
SMILES,CaV13 FRET inh,ABCB6 inh MLPCN,MC4R barr agon,MC4R antag cAMP,m5-HT2A agonist,Glyco luc inh,aDG glyco act,Vif imaging,Cardio protect,PDI turbidity
CCCCNC(=O)C1(C)CCC(=O)N1CCOC (centres undefined),-11,97,.,.,12,1,0.0,.,4,.
C/C(=N/Nc1ccc([N+](=O)[O-])cc1)c1ccc(C)cc1C,-7,109,-1.6,10,-4,-9,0.5,-9,-14,-2
COc1ccccc1Nc1nc(NCCCN(C)C)nc(N)c1[N+](=O)[O-],-5,92,0.3,6,1,4,-0.1,-4,6,-3
CNC(=O)COc1ncnc2scc(-c3ccc(F)cc3)c12,-2,96,1.9,-1,7,0,-0.2,7,-5,1
NC(=O)c1ccc[n+](CC(=O)OCCC23CC4CC(CC(C4)C2)C3)c1,-4,83,0.2,2,1,1,-0.1,-4,4,3
CN1/C(=C/C=N/NC(=O)c2ccc([N+](=O)[O-])cc2)C(C)(C)c2ccccc21,-5,109,1.8,15,-7,2,0.4,4,12,4
CCCn1nnc(NC(=S)NC(=O)c2cccs2)n1,-5,106,-1.6,6,-2,6,-0.2,5,2,11
COc1ccc(/C=N/NC(=O)c2ccc(C)cc2)cc1CN1CCN(c2ccc(F)cc2)CC1,-5,101,-0.6,1,-4,1,0.0,-5,7,-3
O=C(c1cc(Cl)nc2ccccc12)N1CCN(S(=O)(=O)c2ccccc2[N+](=O)[O-])CC1,.,96,-2.5,2,-1,-2,-0.1,1,3,19
O=C(Nc1cccc(/C=C/c2ccccn2)c1)c1ccc(-n2cncn2)c([N+](=O)[O-])c1,-11,97,1.9,12,4,-1,-0.5,14,49,1
Cc1cn([C@H]2C[C@H](O)[C@@H](CNCc3ccc(Oc4cc(-n5cccn5)ncn4)cc3)O2)c(=O)[nH]c1=O,-7,104,1.4,5,8,-2,-0.2,-2,6,-3
N/C(=N\OC(=O)c1ccc([N+](=O)[O-])cc1Cl)c1ccccn1,-4,98,0.4,6,1,-20,0.5,5,-16,4
CCc1nnc(NC(=O)c2ccc3ncsc3c2)s1,0,98,-1.2,3,-2,1,0.0,.,-9,-4
O=C(CCc1nc2ccccc2c(=O)[nH]1)OCCOc1ccc(Cl)cc1,-3,102,-0.3,-2,-1,0,-0.4,15,66*,3
CCCCCn1c(=O)[nH]c2cc(C(=O)NCCN3CCOCC3)ccc2c1=O,-8,101,-1.4,-2,-2,.,1.2,.,3,-8
